High-throughput results deposited in PubChem by several laboratories.
NALP1 yeast inh: blocks the NALP1 inflammasome reconstituted in yeast. S. cerevisiae NALP1/ASC/caspase-1 growth, X-gal OD620, 72 h. inhibition, % at 10 µM. hit rate 0.61% among 280,000. AID 2071; in the data active means inhibition mostly above about 24%, no sharp cut-off; inactive means mostly below about 32%; further: some compounds called inactive have numbers as strong as hits
IDE cell inh: inhibitors of human insulin-degrading enzyme in cells; P14735; HEK cells, FAbetaB cleavage, fluorescence polarization; inhibition, % at 5.59 µM; hit rate 0.41% among 320,000;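 active means percent inhibition above the average of all tested compounds plus 3 SD, set per screening campaign, cut at about 16% in these data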;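 further: IDE supplied by intact live HEK cells; FP after avidin binding of uncleaved biotin substrate so inhibition keeps polarization high; 0% = DMSO wells and 100% = 60 µM reference IDE inhibitor Ii1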
PfM18AAP inh: PfM18AAP enzyme inhibition; recombinant PfM18AAP, H-Glu-NHMec fluorogenic cleavage; inhibition, % at 7.35 µM; hit rate 1.2% among 290,000; AID 1822;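 active means inhibition above the campaign mean inhibition over all tested compounds plus 3 SD, cut at about 28% in these data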;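 further: 0% = plate median of test compound wells and 100% = 2 mM ZnCl2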
VIM-2 inhibitor: inhibitors of Pseudomonas aeruginosa VIM-2 metallo-beta-lactamase | inhibition, % at 5.6 µM | purified VIM-2, nitrocefin hydrolysis, epi-absorbance fluorescence | hit rate 0.89% among 290,000;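 active means inhibition above the mean of all tested compounds plus 3 SD, cutoff set per screening run, cut at about 7.5% in these data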;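 further: red hydrolysis product quenches plate fluorescence so inhibitors raise well fluorescence; 0% = enzyme with DMSO and 100% = DMSO without enzyme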
GPR7 antag: blocks human GPR7 receptor signaling; AID 1861; inhibition, % at 4.4 µM; hit rate 1.1% among 290,000; GPR7-expressing cells, fluorescence antagonist assay; P48145; in the data active means inhibition above about 16%, passing the limit was not always enough;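 further: cells stimulated with the agonist NPW; 0% = agonist with vehicle and 100% = vehicle without agonist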
Target sequence (P48145 whole entry, looked up): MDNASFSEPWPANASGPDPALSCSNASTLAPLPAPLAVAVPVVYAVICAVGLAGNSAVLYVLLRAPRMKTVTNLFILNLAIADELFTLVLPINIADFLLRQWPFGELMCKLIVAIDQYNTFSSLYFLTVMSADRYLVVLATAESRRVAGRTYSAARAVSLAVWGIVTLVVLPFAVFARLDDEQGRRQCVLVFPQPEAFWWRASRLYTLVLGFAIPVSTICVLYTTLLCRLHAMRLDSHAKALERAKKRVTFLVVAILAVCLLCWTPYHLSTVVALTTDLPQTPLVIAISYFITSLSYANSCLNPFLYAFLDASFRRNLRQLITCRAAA
PHOSPHO1 inh: inhibitors of human PHOSPHO1 phosphatase; Q8TCT1; recombinant PHOSPHO1, absorbance phosphatase assay; inhibition, % at 13.3 µM; hit rate 1.1% among 290,000; in the data active means inhibition above about 60%
Target sequence (Q8TCT1 whole entry, looked up): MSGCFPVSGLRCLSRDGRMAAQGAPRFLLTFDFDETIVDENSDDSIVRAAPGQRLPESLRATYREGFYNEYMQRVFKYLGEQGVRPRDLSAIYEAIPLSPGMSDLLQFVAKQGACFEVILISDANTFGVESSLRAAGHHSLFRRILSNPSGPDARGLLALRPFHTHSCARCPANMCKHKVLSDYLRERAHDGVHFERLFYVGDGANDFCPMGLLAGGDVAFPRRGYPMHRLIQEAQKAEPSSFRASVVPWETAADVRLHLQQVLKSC
IDE cell activ: boosts human insulin-degrading enzyme activity in HEK cells; P14735; FAbeta-B cleavage, fluorescence polarization; 0% vehicle, 100% cell-free pure enzyme wells; activation, % at 5.96 µM; hit rate 0.073% among 340,000; AID 493087;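 active means activation above the mean of all tested compounds plus 3 SD, set per screening campaign, cut at about 17% in these data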
IMP-1 inhibitor: blocks Pseudomonas aeruginosa IMP-1 metallo-beta-lactamase; hit rate 0.45% among 290,000; AID 1556; inhibition, % at 5.6 µM; purified IMP-1, nitrocefin hydrolysis, epi-absorbance fluorescence;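 active means inhibition above the mean plus 3 SD of all compounds in the same screening run, cut at about 4.5% in these data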;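 further: 0% = IMP-1 with DMSO and 100% = DMSO wells lacking enzyme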
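System: Purified IMP-1 | Read-out basis: Percent enzyme inhibition | Controls: IMP-1 with DMSO as 0%, enzyme-free DMSO as 100% | Replicates: One well per compound | Doses: 5.6 µM nominal single concentration | Detection: Epi-absorbance fluorescence, 480 nm excitation, 530 nm emission | Incubation: 25 °C, 15 min preincubation, 25 min reaction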
p-CIP stab down: compounds decreasing mouse p/CIP protein stability. Q05BA5. F442A p/CIP-EGFP cells, EGFP fluorescence, 16 h. decrease of EGFP signal, % at 10 µM. hit rate 0.01% among 290,000;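 active means EGFP signal decrease of at least 30% at 10 µM or well 3 SD below plate mean, unless failing retest; inactive means the rest, including hits failing retest or dose response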; further: some compounds called inactive have numbers as strong as hits; many of its hits are not listed in these tables
Starred values were filed as active, the others as inactive; . = not tested or not shown.

SMILES	NALP1 yeast inh	IDE cell inh	PfM18AAP inh	VIM-2 inhibitor	GPR7 antag	PHOSPHO1 inh	IDE cell activ	IMP-1 inhibitor	p-CIP stab down
CC1CCCCC12NC(=S)N(c1ccccc1)N2 (stereo unspecified)	3	8	-4	-1.6	1	-2	3	-1.3	-8
CCOc1ccc(CC(C(N)=O)C(N)=O)cc1CN(C)C	4	0	-14	0.0	-6	20	7	-1.9	-12
COc1ccc(N2CCN(C(=O)CCC(=O)N3Cc4ccccc4Oc4ncccc43)CC2)cc1	3	-3	16	2.9	-1	34	4	0.6	6
CN1CCN(c2ccccc2NC(=O)c2ccc(OCc3ccccc3)cc2)CC1	30	5	0	0.7	4	24	2	-0.6	-10
CCc1ccc(OCC2Cn3c(nc4c3c(=O)[nH]c(=O)n4C)O2)cc1 (stereo unspecified)	21	.	-6	-1.8	-3	30	-6	-3.1	-2
O=C(/C=C/c1cccs1)NCc1ccc2c(c1)OCO2	19	5	4	-5.4	29	23	0	-1.9	-9
CC(Sc1nc(-c2ccc(F)cc2)cs1)C(=O)Nc1ccc(Cl)cn1 (stereo unspecified)	.	5	6	-4.3	-16	7	2	-3.1	-7
CCC(C)c1ccc(NC(=S)N2CCN(S(C)(=O)=O)CC2)cc1 (stereo unspecified)	2	-6	5	-5.3	-4	58	-1	-3.0	2
CCOC(=O)c1c(CNc2ccncc2)n(C)c2cc(Br)c(O)cc12	6	-2	4	3.9	-11	6	2	-4.7	-10
CCN1CCN(c2ccc(NC(=O)c3ccc(F)cc3)cc2Cl)CC1	6	2	-5	-1.1	10	2	-1	-3.4	-3
COc1ccc(CNC(=O)C[C@H]2C(=O)N(C3CCCCC3)C[C@@H]2Cc2ccccc2)cc1	10	-1	-3	-1.3	-2	-2	3	-3.7	-6
CCC(C)SCC(=O)Nc1ccc(S(=O)(=O)N2CCOCC2)cc1OC (stereo unspecified)	-67	1	0	1.3	-18	32	3	-2.4	-6
CCOC(=O)C1=C(C)NC2=C(C(=O)CCC2)C1c1cccs1 (stereo unspecified)	18	6	7	0.9	-12	24	-1	-5.8	-9
COc1ccc(N(CC(=O)NC(C)C)S(=O)(=O)c2ccc(NC(C)=O)cc2)cc1	5	-6	-3	-0.5	-12	12	0	-1.8	2
COc1cc(/C=N/NC(=O)c2ccncc2)ccc1OC(=O)c1cccc(Br)c1	12	0	-9	-1.4	-10	19	2	-0.9	-2
COc1ccc(NC(=O)/C(Cl)=C(/Cl)S(=O)Cc2ccccc2Cl)cn1 (stereo unspecified)	8	.	-76	-3.5	40*	4	.	-5.5	29
Cc1nc2sccn2c(=O)c1Cl	12	-1	-10	-0.6	0	38	0	-2.8	-12
CC(C)CN(CCC(=O)O)CC(C)C	21	-2	4	-1.0	-11	14	2	-2.0	6
CCNC(=O)CCSc1nc(C)cc(C)n1	10	3	24	-4.6	3	26	-1	-4.0	6
Cc1noc(C)c1COC(=O)CCC(=O)c1ccc(F)cc1	-2	3	5	-2.8	-8	6	2	0.5	-1
C/C(=N\NC(=O)C(=O)Nc1cccc(Cl)c1)c1ccncc1	16	11	12	-3.0	5	3	1	-2.6	-6
O=c1c(S(=O)(=O)c2ccc(Cl)cc2)cn(Cc2ccccc2)c2ccc(F)cc12	43	-1	-1	-2.9	-1	6	-2	0.2	-2
COc1ccc(C)cc1S(=O)(=O)Nc1cccc(SC)c1	-1	4	-10	-3.6	-11	16	3	-2.8	-11
Clc1cccc(OCCN2CCN(CCOc3cccc(Cl)c3)CC2)c1	64*	2	0	-2.9	7	-27	0	-2.9	9
Cc1ccc(NC(=O)c2cc(S(=O)(=O)NCCc3ccccc3)ccc2F)cc1Cl	20	3	3	-3.6	-10	-4	4	-0.9	4
CC(C)NC(=O)c1ccc2c(c1)N(CC(=O)Nc1ccccc1F)C(=O)C(C)(C)O2	9	3	3	-2.1	-4	40	5	-2.1	4
COc1cc(/C=N/n2cnnc2)ccc1OCc1ccc(C)cc1	60	0	-4	-6.3	-5	3	2	-3.4	-4
COc1ccc(C(=O)NC2CCN(CC(=O)NCc3ccccc3)CC2)cc1	15	2	-4	-1.8	-4	37	5	-1.2	-2
S=C(NCc1ccco1)Nc1ccc(Cl)cc1Cl	29	1	6	-2.4	-10	7	2	-4.6	-15
Nc1ccn(Cc2ccccc2F)n1	0	0	-3	0.3	-10	-10	0	0.3	2

Compound profiles (already shown). Screens in order: NALP1 yeast inh | IDE cell inh | PfM18AAP inh | VIM-2 inhibitor | GPR7 antag | PHOSPHO1 inh | IDE cell activ | IMP-1 inhibitor | p-CIP stab down
Shown for C/C(=N\NC(=O)C(=O)Nc1cccc(Cl)c1)c1ccncc1 = 16 | 11 | 12 | -3.0 | 5 | 3 | 1 | -2.6 | -6
Shown for Cc1ccc(NC(=O)c2cc(S(=O)(=O)NCCc3ccccc3)ccc2F)cc1Cl = 20 | 3 | 3 | -3.6 | -10 | -4 | 4 | -0.9 | 4
Shown for Clc1cccc(OCCN2CCN(CCOc3cccc(Cl)c3)CC2)c1 = 64* | 2 | 0 | -2.9 | 7 | -27 | 0 | -2.9 | 9

Next records.
SMILES	NALP1 yeast inh	IDE cell inh	PfM18AAP inh	VIM-2 inhibitor	GPR7 antag	PHOSPHO1 inh	IDE cell activ	IMP-1 inhibitor	p-CIP stab down
O=C(Nc1ccccn1)C(=O)Nc1ccccn1	-3	2	4	-3.3	-12	-10	4	-2.8	-4
O=c1[nH]cc(-c2ccc(Br)cc2)n1Cc1ccccc1	2	-2	-3	0.1	-7	.	-6	-2.4	-18
NC(=O)CN(N=Nc1cccc([N+](=O)[O-])c1)c1cccc([N+](=O)[O-])c1	-2	3	3	-1.3	6	-23	1	-1.4	-6
O=C(Nn1c(Cc2ccccc2)nc2ccccc2c1=O)c1c(O)c2cccc3c2n(c1=O)CCC3	5	-4	-8	-2.3	-7	2	6	-0.5	0
O=C(COc1ccc(Br)cc1)OCCN1CCCCC1	9	6	-6	-1.8	-8	9	-2	-4.6	12
CCS(=O)(=O)NCC(c1cccnc1)N1CCN(c2ccc(F)cc2)CC1 (stereo unspecified)	3	2	-2	-1.8	-2	22	-1	0.3	8
S=c1[nH]ncn2c1cc1oc3ccccc3c12	6	2	9	-1.3	-6	-141	0	-3.8	-16
Cc1cc(C(=O)N2CCOCC2)n(-c2ccccc2)n1	-11	-2	-1	-0.8	-5	15	5	-1.5	-25
Cc1nn(CC(=O)Nc2nnc(C(C)C)s2)c(=O)c2ccccc12	6	4	-6	1.2	-3	41	1	-1.1	-11
CCc1ccc(CN(C)C(=O)C2CCC(=O)N(CCCN3CCCC3=O)C2)cc1 (stereo unspecified)	13	-4	-4	-1.4	-23	21	0	-2.5	-7
C/C(=N\NC(=O)C(C)Nc1cccc(Cl)c1)c1ccc([N+](=O)[O-])cc1 (stereo unspecified)	19	0	-1	-0.3	-6	-20	-1	-3.8	16
O=C(CSc1nnc(Cc2ccccc2)o1)N1CCCC1	5	1	-2	-2.0	-9	49	12	-2.0	6
O=C(NN1CCOCC1)c1cnn2c(C(F)F)cc(-c3ccccc3)nc12	5	6	-8	2.7	-4	34	3	-0.8	-4
CCC1(CC)Nc2ccccc2C(=O)N1c1ccc(NC(C)=O)cc1	-5	0	-6	-1.6	-4	3	1	-5.6	-5
Cc1ccc(NC(=O)c2cc(C)on2)cc1	22	-5	4	-2.7	3	14	0	-3.0	2
CCOc1ccc(Nc2ncnc3c2cnn3-c2ccccc2)cc1	.	0	4	-1.2	1	-6	5	-3.5	-4
COc1ccc(CNc2ccc3c(c2)CCC3)cc1Br	.	-2	5	-2.1	-16	.	-4	-1.6	-5
CC1CN(Cc2ccc(Cl)cc2Cl)CC(C)O1 (stereo unspecified)	23	2	9	-2.8	3	17	2	-3.7	-14
CC(C)Nc1nc(Cl)nc(NNC(=O)C(C)Oc2ccccc2)n1 (stereo unspecified)	-11	4	-2	-2.0	-5	21	3	-3.5	-11
CSc1ccc(-c2nnn(Cc3ccc(C)cc3)n2)cc1	2	6	7	-5.9	0	5	2	-2.1	2
CCSc1nnc(NC(=O)CSc2sc3c(O)cc(=O)[nH]c3c2C#N)s1	-1	-3	1	-4.9	-13	28	2	-3.5	-24
C=CCN1CCN(C(=O)c2ccc(-c3ccccc3)cc2)CC1	.	2	-7	0.5	-9	.	-5	1.2	-2
N#CC1=C(N)OC2=C(C(=O)CCC2)C12CCN(C(=O)OCc1ccccc1)CC2	16	-1	.	.	.	-12	5	.	-20
CC(=O)N1CCN(C2=Nc3cccc4cccc2c34)CC1	20	1	-6	-1.9	-4	-18	2	-1.1	-5
CCOCCCN(C(=O)CCC(=O)Nc1cc(C)on1)C(C(=O)NC(C)(C)C)c1ccccc1Cl (stereo unspecified)	-118	3	7	1.5	13	24	3	1.9	3
CC1(C(=O)NC2CCCC2)CCC(=O)N1Cc1ccccc1Cl (stereo unspecified)	13	2	-12	-3.1	5	11	1	2.2	7
CCCc1cc(C(N)=O)c(NC(=O)C2CCCO2)s1 (stereo unspecified)	-4	4	8	-1.3	-1	35	-7	-1.4	-8
CC(C)Cn1c(=O)[nH]c2ccccc21	1	4	8	-2.0	3	12	1	-2.4	4
O=C(O)CCCCCN1C(=O)C(O)=C(C(=O)/C=C/c2ccccc2)C1c1cccc([N+](=O)[O-])c1 (stereo unspecified)	12	1	-1	-2.0	-10	21	5	-2.0	-4
Cc1ccc(C(=O)N/N=C\c2cc3c(cc2Br)OCO3)cn1	-13	-1	0	-0.8	-9	24	3	-0.5	-2
CS(=O)(=O)c1ccc(Cl)c(NC(=O)c2ccc3ccccc3c2)c1	42	-11	1	-2.9	-6	2	8	-3.9	-1
O=C(O)c1cccc(N=C2NC(=O)C(CO)(CO)S2)c1	8	-6	-8	-0.8	-6	30	0	-2.2	-3
COc1ccc(N2CCN(S(=O)(=O)CCNC(=O)COc3cccc(OC)c3)CC2)cc1	14	3	7	-4.8	1	50	-3	-2.1	-2
CS(=O)(=O)N(CC(=O)N1CCOCC1)c1cccc([N+](=O)[O-])c1	8	2	0	-2.6	-8	-14	-1	-3.8	-9
CCC1CN(C(=O)N2CCC(C(=O)NCc3ccco3)CC2)c2ccccc2O1 (stereo unspecified)	5	6	1	-6.6	-6	-36	1	-2.0	-13
COc1cccc(CNn2c(-c3cccc(C)c3)nc3ccccc3c2=O)c1	35	3	1	0.7	4	7	5	-0.4	-1
Cc1cccc(-c2n[nH]c(=S)n2/N=C/c2ccc(C)o2)c1	11	-4	14	0.2	-10	58	1	-2.8	-9
COc1cc(C(=O)NCCSc2ccccc2)cc(OC)c1OC	12	-1	-6	0.6	-5	30	6	-1.6	-7
CC(=O)C1=C(C)NC(SCc2cccc3ccccc23)=C(C#N)C1c1ccco1 (stereo unspecified)	15	6	10	-1.4	0	-5	-3	-0.3	-8
O=C(NCc1ccccn1)c1c(O)c2c([nH]c1=O)CCCC2	-6	-5	-3	-4.1	-17	-2	3	-4.7	-12
Cc1cccc(NC(=O)c2ccc3ccccc3n2)c1C	31	1	2	-2.4	1	22	4	-0.4	1
CC(C)CCNC(=O)CCNS(=O)(=O)c1ccc(Cl)cc1	4	4	-5	-2.4	-4	-20	-1	-2.8	-13
CC(C)[C@@H](CSc1ccccc1)N1CCN(Cc2ccccc2)CCC1=O	-8	5	-17	-0.8	14	-19	-4	-0.7	-9
